# 14-3-3g Raf = alters human 14-3-3 gamma binding to Raf peptide; P61981; FP, 14-3-3gamma / TMR-pS259-Raf peptide binding; inhibition, % at 40 µM; hit rate 0.19% among 160,000; in the data active means inhibition above about 30%;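 further: 0% = protein plus tracer without compound and 100% = blank with tracer alone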
# Target sequence (P61981 whole entry, looked up): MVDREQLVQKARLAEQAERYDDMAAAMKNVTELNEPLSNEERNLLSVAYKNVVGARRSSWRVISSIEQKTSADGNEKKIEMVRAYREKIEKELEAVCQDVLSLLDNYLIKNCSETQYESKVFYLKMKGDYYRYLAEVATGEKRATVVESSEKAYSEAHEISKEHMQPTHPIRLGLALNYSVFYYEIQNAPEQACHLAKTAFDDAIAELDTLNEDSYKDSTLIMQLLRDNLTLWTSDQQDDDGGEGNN
# Starred values were filed as active, the others as inactive; & = joins results of further samples. This is a subset (hit frequency here may not be typical).
14-3-3g Raf | Compound
5 | COc1cccc(-n2c(=O)c3sccc3n(Cc3ccc(C)cc3C)c2=O)c1
-8 | CCOc1ccc(Sc2cc(C(=O)NC(C)CC)c3ccccc3n2)cc1 (stereo unspecified)
5 | CCCCN(CCCNC(=O)C1CCN(S(=O)(=O)N2CCOCC2)CC1)Cc1ccccc1
-6 | O=c1[nH]c2ccc(Cl)cc2c(-c2ccccc2)c1C1=NNC(C=Cc2ccccc2)C1 (stereo unspecified)
2 | COc1ccc(-n2c(=S)[nH]c3cc(C(=O)NCCc4ccc(Cl)cc4)ccc3c2=O)cc1
-8 | O=C(COc1ccc2ccccc2c1)Nc1ccc2nn(-c3ccccc3)nc2c1
-11 | Cc1sc(C(N)=O)cc1[N+](=O)[O-]
1 | Cc1ccc(Cl)cc1Nc1cc(N2CCOCC2)c2nonc2c1[N+](=O)[O-]
-3 | CC(C)(C)c1ccc(OCCCC(=O)Nc2ccc3c(c2)OCCO3)cc1
-4 | CC(CN1CCCCC1)OC(=O)Cc1ccc(Cl)cc1 (stereo unspecified)

# Copied from the list:
# `CC(C)(C)c1ccc(OCCCC(=O)Nc2ccc3c(c2)OCCO3)cc1` | 14-3-3g Raf = -3
# `CCCCN(CCCNC(=O)C1CCN(S(=O)(=O)N2CCOCC2)CC1)Cc1ccccc1` | 14-3-3g Raf = 5
# `Cc1sc(C(N)=O)cc1[N+](=O)[O-]` | 14-3-3g Raf = -11

# Further results follow:
14-3-3g Raf | Compound
-6 | Cc1ccc(CNC(=O)c2cc(S(=O)(=O)N3CCc4ccccc43)ccc2F)cc1
6 | Cc1ccc(C)c(N2C(=O)CN=C2Nc2ccccc2Cl)c1
-10 | Cc1nn(C)c(C)c1CN(C)S(=O)(=O)c1cccc2cccnc12
-3 | CCCCN1CCC(COC(=O)c2cc(Cl)c(N)c3c2OCCO3)CC1
-7 | c1ccc2sc(-c3ccc(NCc4ccc5c(c4)OCO5)cc3)nc2c1
-9 | CCOCC(=O)Nc1ccc(F)c(F)c1
-5 | O=C(O)Cc1cc(I)c(Oc2ccc(O)c(I)c2)c(I)c1
-18 | COc1ccc(CSc2nnnn2C)cc1F
-4 | CCOc1ccc(N(CC(=O)O)S(=O)(=O)c2ccc(F)cc2)cc1
-13 | CCOC(=O)c1c(NC(=O)c2ccc(Cl)cc2)sc2c1CCCC2=O

# 3 of the compounds above, as tab-separated lines.
smiles	14-3-3g Raf
CCCCN1CCC(COC(=O)c2cc(Cl)c(N)c3c2OCCO3)CC1	-3
c1ccc2sc(-c3ccc(NCc4ccc5c(c4)OCO5)cc3)nc2c1	-7
CCOCC(=O)Nc1ccc(F)c(F)c1	-9

# Molecules from the list above that have a thiophene ring, fused or not, in the order listed:
14-3-3g Raf | Compound
5 | COc1cccc(-n2c(=O)c3sccc3n(Cc3ccc(C)cc3C)c2=O)c1
-11 | Cc1sc(C(N)=O)cc1[N+](=O)[O-]
-13 | CCOC(=O)c1c(NC(=O)c2ccc(Cl)cc2)sc2c1CCCC2=O

# (continued)
14-3-3g Raf | Compound
4&-2 | Cc1n[nH]c(C)c1S(=O)(=O)N1CCN(C2CCCCC2)CC1
10 | CCC(=O)N1N=C(c2ccccc2)CC1c1ccc(N(C)C)cc1 (stereo unspecified)
0 | Cc1ccc(Oc2nc3c(c(=O)n(C)c(=O)n3C)n2Cc2ccc(Br)cc2)cc1C
0 | CN(C(=O)c1cccc(C#N)c1)c1nnc(-c2cnccn2)s1
0 | O=C1CCCC2=C1C(O)(C(F)(F)F)C(=O)N2Cc1ccccc1 (stereo unspecified)
-7 | CCn1c(CCNC(C)=O)nc2ccccc21
7 | Cc1cc2ccccc2c(=O)n1CC(=O)NCC(=O)N1CCN(c2ccccc2)CC1
15 | CC(=O)Nc1ccccc1C(=O)N(Cc1ccccc1)Cc1ccccc1
8 | Cc1ccc(NC(=O)c2cc(S(=O)(=O)Nc3cccc([N+](=O)[O-])c3)ccc2Cl)cc1
-3 | CCOc1ccc(Nc2cc(C)nc3ccc(OCC)cc23)cc1

# Remaining list, next part.
14-3-3g Raf | Compound
-7 | CCCCn1c(C)csc1=Nc1ccccc1
-22 | Cc1ccccc1C(=O)Nc1ccccc1F
-5 | COc1ccc2nc(Cl)c(CCCl)cc2c1
-1 | COc1ccc(S(=O)(=O)CCC(=O)Nc2ccc(C)cc2)cc1
-6&-4 | COc1ccccc1NC(=O)CSc1nc2ccccc2n1C(C)=O
-5 | O=C(COc1ncnc2ccc(Br)cc12)N1CCOCC1
-7 | O=C1CCCC2=C1C(c1ccncc1)n1nc(SCc3ccccc3Cl)nc1N2 (stereo unspecified)
-3 | O=C(NCc1ccccc1Cl)c1ccc2c(=O)n(CCc3ccccc3)c(=S)[nH]c2c1
-3 | O=C(O)c1cc(-c2ccc(N3C(=O)c4ccccc4C3=O)c(C(=O)O)c2)ccc1N1C(=O)c2ccccc2C1=O
-5 | Cc1cc(N2CCCCCC2)c(F)cc1[N+](=O)[O-]

# Later entries.
14-3-3g Raf | Compound
-2 | CCCc1c(-c2ccc(O)cc2)nn(-c2ccc(O)cc2)c1-c1ccc(O)cc1
-6 | Clc1ccc(COc2ccccn2)c(Cl)c1
-9&7 | COc1ccc(CNC(C)C2COc3ccccc3O2)c(OC)c1 (stereo unspecified)
-37 | Cc1sc2c(c1C)C(=O)NC(c1cccc(Cl)c1)N2 (stereo unspecified)
-3 | c1csc(-c2nnc(Oc3ccc4c(c3)OCO4)c3ccccc23)c1
-3 | CN1C(=O)N(C)C2C1NC(=O)N2C (stereo unspecified)
7 | COc1cc(OC)c(NC(=O)Cc2nn(C)c(=O)c3ccccc23)cc1Cl
-11 | COc1ccc(OC(C)C(=O)Nc2ccc(OC)cc2OC)cc1 (stereo unspecified)
-11 | CC(C)C(=O)Nc1ccc(N2CCN(S(C)(=O)=O)CC2)cc1
-9 | C=CCOC(=O)CCCC(=O)Nc1ccc(I)cc1

# Going on with the list:
14-3-3g Raf | Compound
4 | CN(C1CCCCC1)S(=O)(=O)c1ccc(NC(=O)c2ccc(F)cc2)cc1
1 | CC1CCc2c(sc3ncnc(SCC(N)=O)c23)C1 (stereo unspecified)
-1 | Cn1c(=O)n(CCOc2ccccc2Cl)c2ccccc21
1 | Cc1ccc2c(c1)nnn2C1CCN(S(=O)(=O)c2cccc(S(=O)(=O)N(C)C)c2)CC1
-4 | CCOC(=O)Nc1sc(C(=O)N(CC)CC)c(C)c1C(=O)OCC
-23 | COc1ccc(S(=O)(=O)NCc2ccc(C(=O)NCc3cccnc3)cc2)cc1
-6 | CC(C)C(=O)Nc1cccc(-c2nc3ccccc3c(=O)o2)c1
0 | CCCSc1nc2sc3c(c2c(=O)n1CCc1ccccc1)CCC3
-23 | O=c1[nH]c2cc3ccccc3c(=O)n2c2ccccc12
-10 | CSCCC(NC(N)=O)C(=O)NCc1ccccc1Cl (stereo unspecified)

# Random excerpt: two records from the list
14-3-3g Raf | Compound
-3 | CCOc1ccc(Nc2cc(C)nc3ccc(OCC)cc23)cc1
-7 | CCn1c(CCNC(C)=O)nc2ccccc21

# Carrying on:
14-3-3g Raf | Compound
-21 | O=C(Nc1nnc(N=Cc2ccco2)s1)c1ccc(S(=O)(=O)N2CCCCC2)cc1
-3 | CC(=O)N1CSCC1C(=O)N1CCN(c2ccc(N3CCOCC3)nn2)CC1 (stereo unspecified)
-4 | O=C(c1cc2n(n1)C(C(F)(F)F)CC(c1ccco1)N2)N1CCc2ccccc2C1 (stereo unspecified)
-6&-2 | O=C(NCCSc1c[nH]c2ccccc12)c1ccco1
-4 | CCN1CCCC1CNC(=O)Cn1cc2c(n1)CCC(C)C2 (stereo unspecified)
-137 | CCn1c(C=Cc2cn(C)c3ccccc23)nc2ccc(I)cc2c1=O
-2 | COc1ccc(-n2c(=O)c3ccccc3n(CC(=O)NCc3ccco3)c2=O)cc1OC
8 | CC(CNS(=O)(=O)c1cc(Cl)ccc1Cl)CN(C)C (stereo unspecified)
-6 | Cc1ccccc1Cn1nc(C)c(NC(=O)c2nc3n(n2)C(C(F)F)CC(C)N3)c1C (stereo unspecified)
-3 | COCCn1nnnc1SCC(=O)c1ccc(F)cc1

# (more compounds)
14-3-3g Raf | Compound
-40 | Cc1ccc(C2CC(=O)C3=C(C2)Nc2ccccc2NC3c2cc3c(cc2[N+](=O)[O-])OCO3)cc1 (stereo unspecified)
4 | O=C(Cc1ccccc1)N1N=C(c2ccc(Br)cc2)CC1c1ccc(Br)cc1 (stereo unspecified)
6 | COc1ccc(CNC(=O)C2c3cc(OC)c(OC)cc3C(=O)N3CCc4ccccc4C23)cc1 (stereo unspecified)
-3 | Cc1occc1-c1nnc(SCC(=O)N2CCc3ccccc32)o1
-2 | CCOC(=O)C1=C(C)NC(=O)NC1c1ccc(OC)c(Cl)c1 (stereo unspecified)
-12 | CC(C)CCn1c(N(C)Cc2ccccc2)nc2c1c(=O)[nH]c(=O)n2C
-4 | COc1ccc(S(=O)(=O)N2CCCC(C(=O)Nc3cccnc3)C2)cc1Cl (stereo unspecified)
-2 | COc1ccc(C2C(=O)N(C3CCCCCC3)CC(=O)N2Cc2ccccc2Cl)cc1 (stereo unspecified)
-3 | CCOC(=O)Cn1cc(Cl)c([N+](=O)[O-])n1
-5 | CN=C(Nc1ccc2c(c1)OCO2)SC1CC(=O)N(c2ccccc2)C1=O (stereo unspecified)

# (cont.)
14-3-3g Raf | Compound
-179 | CCOc1ccc(NC(=O)c2c(NCc3cccc(F)c3)sc3c2CCC3)cc1
-1 | COc1cc(OC)cc(C(=O)N2CCN(C(=O)c3ccccc3OC)CC2)c1
-8 | CC1CC(C)CN(CCCNC(=O)c2cn(C)c3ccc(S(=O)(=O)N4CCCC4)cc3c2=O)C1 (stereo unspecified)
-2 | COc1ccc(C2SCCN2S(=O)(=O)c2ccc(C)cc2)cc1OC (stereo unspecified)
-3 | CCOC(=O)c1sc2ncnc(Nc3cccc(OC)c3)c2c1C
-3 | Cc1ccn2cc(-c3ccccc3)nc2c1
5 | CCOC(=O)c1cnc2ccc(OC)cc2c1Nc1ccc(OC)cc1OC
-2 | COc1cccc(-n2c(=O)[nH]cc(C(=O)Nc3ccc(NC(C)=O)cc3)c2=O)c1
-6 | COc1ccc(NC(=O)c2cc(S(=O)(=O)N3CCN(c4ccccn4)CC3)ccc2F)cc1
11 | COc1ccc(C2/C(=C(\O)c3ccc(Cl)cc3)C(=O)C(=O)N2CC(C)C)c(OC)c1 (stereo unspecified)

# Further entries:
14-3-3g Raf | Compound
-6 | c1ccc(NCc2nc(-c3ccccc3)no2)cc1
-1 | COC(=O)Cn1c(=O)n(-c2ccccc2)c(=O)n1CC(=O)OC
-1 | CCCc1nc(N2CCN(C)CC2)c2sc(=S)n(-c3ccccc3)c2n1
-2 | Cn1cnc2c(sc3nc(N4CCOCC4)c4c(c32)CC(C)(C)OC4)c1=O
4&2 | CCCNc1ncnc2c1cnn2-c1ccc(OC)cc1
-4 | Cc1c(C(=O)OCCOC(C)C)[nH]c2c1C(=O)CC(c1ccccc1)C2 (stereo unspecified)
-10 | CSc1nc2n(n1)C(c1cccc(Br)c1)C(C(=O)Nc1ccc(Cl)cc1)=C(C)N2 (stereo unspecified)
-13 | COc1ccc(C2C(C(=O)Nc3nc4ccccc4s3)=C(C)NC3=C2C(=O)CCC3)c(OC)c1 (stereo unspecified)
-8 | CCOc1ccc(CC(=O)NCCSc2c(C)[nH]c3ccccc23)cc1
7&-5 | N=c1n(CCN2CCCCC2)c2ccccc2n1CC(O)COc1ccccc1 (stereo unspecified)

# (further entries)
14-3-3g Raf | Compound
-5 | Brc1cccc(C=Nc2ccnc3ccccc23)c1
-34 | Cc1nc(NC(=O)C2CC2c2ccc(C(C)(C)C)cc2)sc1C(=O)N(C)C (stereo unspecified)
-2 | CC1CCc2c(sc3nc(C4CC4)nc(SCC(=O)NCc4ccco4)c23)C1 (stereo unspecified)
-6 | O=C(CCN1C(=O)c2ccccc2C1=O)Nc1ccc(-c2cn3ccsc3n2)cc1
-21 | CCOc1ccc(-n2c(=S)[nH]c3ccsc3c2=O)cc1
-6 | CCCCC1=NN(C(=O)c2ccc(O)cc2)C(O)(C(F)(F)F)C1 (stereo unspecified)
-2 | CN1C(=O)N(C)C2(CC1(C)C)CC(C)(C)N(C)C(=O)N2C
1 | O=C(Cn1c(=O)n(Cc2ccc(C(=O)NC3CCCC3)cc2)c(=O)c2ccccc21)c1ccc(F)cc1
-3 | O=C1OC2(c3ccccc3)C3CCCC2C13Cl
-5 | CC(C)(C)c1csc(NC(=O)c2ccc(S(=O)(=O)N3CCCCC3)cc2)n1

# Next section.
14-3-3g Raf | Compound
-15 | Cc1ccc(-n2nc(-c3cccs3)cc2C(=O)NCC2CCCO2)c(C)c1 (stereo unspecified)
12 | COC(=O)c1ccc(C(=O)Nc2nc3ccc(OC)cc3s2)cc1
3 | N=C(c1ccc(C(=N)N2CCCC2)cc1)N1CCCC1
-1 | O=C(COc1ccc(Cl)cc1)Nc1ccccc1CO
-1 | CC(C)NCC(=O)Nc1c2c(nc3c1CCC3)CCCC2
-7 | N/C(CSc1nc(-c2ccccc2)c(-c2ccccc2)o1)=N\O
-3 | COc1ccc(CNc2n[nH]c(NCc3ccc(OC)c(OC)c3)n2)cc1OC
1 | O=C(CCCC1=NS(=O)(=O)c2ccccc2N1)NC1CCCCC1
6 | O=C(NCN1C(=O)C2C3C=CC(C3)C2C1=O)Nc1nncs1 (stereo unspecified)
3 | CCNC(=O)CC1C(=O)N(c2ccc(F)cc2)C(=O)N1Cc1ccc(OC)cc1 (stereo unspecified)

# (cont.)
14-3-3g Raf | Compound
1 | CC(C)(CC(=O)N1CCCC1)CC1=NS(=O)(=O)c2ccccc2N1
-4 | CCOc1ccc(NC(=O)C2CC(=O)N(c3ccc(OC)cc3)C2c2ccc(OC)cc2)cc1 (stereo unspecified)
-2 | Cc1ccccc1-n1nnnc1SC1CCOC1=O (stereo unspecified)
-8 | COc1cccc(OCCNC(=O)c2cccc(OC)c2)c1
-9 | CCOC(=O)c1sc2ncn(CC(=O)N3CCCCC3C)c(=O)c2c1C (stereo unspecified)
0 | CCOC(=O)N1CCN(c2nc(C)c3c(n2)CC(C)CC3=O)CC1 (stereo unspecified)
4 | CCN(CC)S(=O)(=O)c1ccc(C(=O)Nc2c3c(nn2-c2cccc(C)c2C)CS(=O)(=O)C3)cc1
-5 | O=C(Cn1cc2c(n1)CCCC2)NCc1cccnc1
-2 | O=C(NCc1ccncc1)C(=O)Nc1ccc(Br)cc1
-11 | CS(=O)(=O)c1ccc2nc(NC(=O)c3ccc(S(=O)(=O)N4CCc5ccccc54)cc3)sc2c1
-7 | COCCNC(=O)c1ccc2c(c1)ncn2-c1ccc(F)c(F)c1
